Myeloid diff MLP: induction of myeloid progenitor differentiation, primary screen, cell-based, flow cytometry, MLPCN library | ER-HoxA9 myeloid progenitors, lysozyme-GFP differentiation | calls only at 10 µM | 360,000 tested, 1% active | AID 624256, 2012;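 active = normalized GFP-positive differentiation at or above the plate's own cutoff, the solvent-only control mean plus 3 SD; inconclusive = no clear call, values can overlap the other calls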;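 note: cells exposed to compound for four days before flow analysis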
Lipid droplet: inhibitors of hepatocyte lipid droplet formation, primary screen, imaging, high-throughput imaging, BODIPY stain. AML12 mouse hepatocytes, oleate lipid droplets. 240,000 tested, 0.4% active. inhibition, % at 6.5 µM;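 active = lipid droplet intensity inhibited by at least 50%, with more than 500 cells counted; inconclusive = wells with under 300 cells, treated as cytotoxic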
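System: AML12 hepatocytes (mouse). Probe or stimulus: oleic acid at 100 µM to induce lipid droplet formation. Times: overnight treatment with compound plus oleate. Detection: Image-based BODIPY and DAPI two-channel analysis. Evaluation: percent inhibition of filter-corrected integrated lipid droplet intensity per well.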
K1F lysis inhibition: inhibition of K1F phage lysis, E. coli UTI89, bacterial capsule biogenesis inhibitors, alamar blue (AID 488966) | E. coli UTI89 K1F phage lysis, alamar blue, 2 h; higher % means a stronger effect | 340,000 tested, 0.02% active | inhibition, % at 100 µM, or IC50 in µM where a hit was titrated;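 active = phage lysis inhibition, versus mean bacterial control, above a set limit; inconclusive = no clear call, values can overlap the other calls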;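 note: capsule biogenesis inhibitors block K1F phage lysis so surviving cells raise fluorescence; higher fluorescence means more inhibition of phage lysis; actives were called in the ten point dose series up to 300 µM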
Lipid droplet cells 6.5 µM: recorded beside Lipid droplet, whose call it bears; cell count; measured here: cell count, cytotoxicity flag;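 cells counted across two imaged fields per well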
Myeloid diff MLP GFP+ MAC1+ %: second read-out of Myeloid diff MLP, no call of its own (marks repeat the call); GFP+ MAC1+ double positive, %; measured here: differentiation confirmed by MAC1 staining
The depositor's hits bear a star; i = inactive; ? = inconclusive; · = not tested or not shown; + = active, no number; & = joins results of further samples; [ ] = remark or other dose.

SMILES	Myeloid diff MLP	Myeloid diff MLP GFP+ MAC1+ %	Lipid droplet	Lipid droplet cells 6.5 µM	K1F lysis inhibition
CC(C)c1nc(SCC(=O)NC2CCCC2)c2ccccc2n1	+	3.6*	-34.0	797	-0.1%
CCN(CC(=O)Nc1ccccc1C(F)(F)F)C(=O)CCc1nc2ccccc2c(=O)[nH]1	i	1.4	2.7	854	1.2%[50 µM]
COc1ccccc1C(=O)NC(=S)NC12CC3CC(CC(C3)C1)C2	i	0.5	-6.7	698	0.4%[50 µM]
O=C(c1cc(C(=O)N2CCN(c3ccc(F)cc3)CC2)cc([N+](=O)[O-])c1)N1CCN(c2ccc(F)cc2)CC1	i	0.9	-28.4	776	0.0%
COc1cc(OC)c(OC)cc1CNC(=O)c1cc(=O)c2ccccc2o1	i	0.7	-6.8	704	0.1%
CCCc1cc(C(=O)Nc2ccc(C#N)cc2)no1	i	2.2	13.5	759	-0.2%
CC(C)(C)c1ccc(C(=O)Nc2cccc(-n3cnnn3)c2)cc1	i	1.8	3.4	697	0.0%
Cc1cc(C)c(S(=O)(=O)N2CCN(S(=O)(=O)N3CCC(C)CC3)CC2)c(C)c1	i	0.3	-7.9	700	0.5%
CCC(=O)N1CCc2cc(Br)cc(S(=O)(=O)N3CCCC(C(=O)O)C3)c21 (stereo unspecified)	i	5.5	-7.6	771	4.2%
CC1(O)CC(c2ccc(Cl)cc2)=NN1C(=O)c1ccc(Cl)cc1 (stereo unspecified)	i	0.8	3.2	823	0.1%
N=c1c(S(=O)(=O)c2ccccc2)cc2c(=O)n3ccccc3nc2n1CCCN1CCOCC1	i	1.2	-13.2	824	0.5%
N#CCC(=O)N/N=C/c1c(-c2ccccc2)n(-c2ccccc2)c2ccccc12	i	1.8	-6.4	730	0.2%
CCOc1ccc(N(CC(=O)NCc2ccc(F)cc2)C(=O)CCC(=O)Nc2nccs2)cc1	i	0.6	-3.1	831	0.2%
c1ccc2c(c1)nc(-c1ccncc1)n2CCNc1nc(CN2CCCCC2)cs1	i	0.2	5.7	769	1.6%
COc1ccccc1CNC(=O)CCc1nnc2ccc(NCCCN3CCCC3=O)nn12	i	0.0	-2.5	735	0.3%
O=C1c2ccccc2C(=O)C1c1ccc(Br)cc1	i	0.4	-17.8	827	1.3%
O=C(Nc1cc(Cl)ccc1O)C1CC(c2ccccc2Cl)=NO1 (stereo unspecified)	i	0.5	21.5	801	0.0%
Cc1ccc(N2C(=O)CC(Cc3ccc(Cl)cc3)C2=O)cc1 (stereo unspecified)	i	0.2	-2.9	826	0.2%
O=C(OCc1nnc(-c2ccc(Br)cc2)o1)c1ccco1	i	2.3	-12.9	797	-0.3%[50 µM]
CCCCn1cc(S(=O)(=O)c2ccccc2)c(=O)c2cc(C)ccc21	i	0.6	-5.9	670	0.7%
CCC1CCCCN1C(=O)CSc1nc2c(c(=O)n1C)SC(C)C2 (stereo unspecified)	i	2.3	-18.6	832	-0.2%
O=C(COc1ccc2c(c1)OCO2)Nc1cccc(F)c1	i	0.5	-1.7	806	1.3%
C/C(=N\NC(=O)c1c(Cl)c(C)nn1C)c1cccc(NC(=O)C2CCCC2)c1	i	0.5	-12.5	834	-0.1%
CCCc1cc(=O)oc2cc(O[C@@H]3O[C@H](CO)[C@@H](O)[C@H](O)[C@H]3O)ccc12	i	0.5	-5.0	810	0.8%[50 µM]
CCOc1ccccc1OCCn1nc2ccccc2n1	i	0.2	-28.9	755	-1.1%

Next section.
SMILES	Myeloid diff MLP	Myeloid diff MLP GFP+ MAC1+ %	Lipid droplet	Lipid droplet cells 6.5 µM	K1F lysis inhibition
Fc1ccccc1CNC(=S)NC1CCCCC1	i	1.1	-3.4	810	0.1%
O=C(Nc1cc(Cl)ccc1-n1cncn1)c1ccco1	i	0.9	-6.5	703	1.2%[50 µM]
O=C(CSc1ccc2nnc(CCNC(=O)c3ccc(F)cc3)n2n1)NCc1ccco1	i	1.8	10.7	827	0.1%
CC(C)Nc1nc(-c2ccncc2)nc(-c2ccccc2)c1C#N	i	0.3	16.0	807	0.1%
COc1cc(OC)c(C(=O)N(CCc2ccccc2)Cc2ccccc2)cc1OC	i	2.9	-25.7	861	-0.9%[50 µM]
CCOC(=O)N1CCN(C(=O)C2CCC(=O)N(CCCN3CCCC3=O)C2)CC1 (stereo unspecified)	i	0.4	-1.7	751	0.3%
O=C(CCCSc1ccc(Cl)cc1)Nc1ccccc1O	i	2.1	4.3	727	2.2%
Cc1cccc(C(=O)C2CCN(S(=O)(=O)c3cccc(C(=O)O)c3)CC2)c1	i	1.8	-3.2	730	0.0%
CCN(C(=O)CSc1nnc(CNc2cccc(OC)c2)n1C1CCCCC1)C1CCS(=O)(=O)C1 (stereo unspecified)	i	0.4	10.3	857	0.1%
COc1ccc(CNC(=O)Cc2c[nH]c3ccccc23)cc1OC	i	1.0	-0.9	855	0.9%
O=C(NCCCNC(=O)c1cnccn1)c1ccc(Br)cc1	i	0.7	-7.0	814	0.3%
CCC(=O)N1CCN(c2nc3ccc(Br)cc3s2)CC1	i	3.8	-9.5	703	0.2%
Cc1ccc(NC(=O)c2ccc(=O)[nH]n2)cc1C	i	0.9	-8.2	801	0.2%
Cc1c(C(=O)N2CCN(c3ccccc3)CC2)sc2ncnc(N3CCN(c4ccccn4)CC3)c12	+	1.0*	-12.5	715	2.0%
COc1cc2c(cc1OC)C(CC(=O)O)N(C(=O)CC1CCCC1)CC2 (stereo unspecified)	i	0.5	-11.2	819	0.2%
CCCC1NC(C(=O)O)Cc2c1[nH]c1ccccc21 (stereo unspecified)	i	0.1	5.2	854	0.0%
CCOC(=O)Cn1c(=O)oc2cc(S(=O)(=O)NC3CCCCC3)ccc21	i	3.0	0.9	743	0.3%
CCc1ccc2[nH]c(C(=O)Nc3ccc(C)c(F)c3)cc2c1	i	0.4	-13.4	699	-0.7%[50 µM]
NC(=O)c1cc[n+](Cc2ccc([N+](=O)[O-])cc2)cc1	i	0.7	1.7	798	1.6%
O=C(NCCN1CCOCC1)C1CC(=O)N(c2ccc(Cl)cc2)C1 (stereo unspecified)	i	0.4	12.7	701	-0.3%
O=C(NC(=O)c1ccccc1Cl)C(=O)Nc1ccc(Cl)cc1	i	1.0	1.2	788	-0.2%
Cc1cccn2c(=O)c(/C=C(\C#N)S(=O)(=O)c3ccccc3)c(N3CCN(Cc4ccccc4)CC3)nc12	i	8.3	-6.3	703	0.2%
CCCCCCCC(=O)Nc1cc(C(=O)NCc2ccc(C)cc2)ccc1N1CCC2(CC1)CC(c1ccccc1)=NO2	i	0.7	-12.6	731	0.9%
CCOc1ccc(-n2ccc(=O)c(C(=O)Nc3ccc(S(=O)(=O)Nc4ncccn4)cc3)n2)cc1	i	1.4	-7.0	696	0.3%
CCOc1ccccc1C(=O)N/N=C/c1coc2ccc(C)cc2c1=O	i	0.8	-6.4	681	-0.1%[50 µM]

The results go on:
SMILES	Myeloid diff MLP	Myeloid diff MLP GFP+ MAC1+ %	Lipid droplet	Lipid droplet cells 6.5 µM	K1F lysis inhibition
Cc1c(OCC(=O)C(C)(C)C)ccc2c(-c3ccccc3)cc(=O)oc12	i	0.1	-9.4	864	0.3%
COc1ccc(C(C(=O)NC(C)(C)C)N(C(=O)CCC(=O)Nc2cc(C)on2)c2ccc(C)c(C)c2)cc1 (stereo unspecified)	i	0.4	7.9	677	-0.1%
COCCNC(=O)CCn1nc(-c2ccc(C)cc2)ccc1=O	i	0.5	-0.8	415	0.1%
OC(CC#CCN1CCCC1)(c1ccccc1)c1ccccc1	i	0.6	3.7	752	0.3%
COc1ccc(OC)c(CCNC(=O)CCc2cn(C)c3ccccc23)c1	i	0.5	-14.2	800	-0.1%
Cn1cc(S(=O)(=O)Nc2cccc3ccccc23)c(=O)n(C)c1=O	i	0.7	0.8	884	1.5%[50 µM]
CCN(CC)N=Nc1ccc(S(=O)(=O)Nc2nc(C)cc(C)n2)cc1	i	0.6&0.3	9.5	870	0.1%&0.1%
CCN(Cc1ccccc1)C(=O)c1ccc(C(=O)N(CC)Cc2ccccc2)cc1	i	0.9	-24.8	789	-0.5%
CCOC(=O)N1CCN(C(=O)C2CCN(C(=O)c3ccc([N+](=O)[O-])cc3)CC2)CC1	i	1.4	-1.2	839	0.2%
CC(C)(C)c1ccc(C(=O)COC(=O)CN2C(=O)NC3(CCCC3)C2=O)cc1	i	3.5	-6.1	822	0.2%
O=C(N1CCCCC1)C1(S(=O)(=O)c2ccccc2)CC=CC1	i	1.4	1.8	749	0.7%
O=C(NCC1CCOCC1)C1CCC(=O)N(Cc2cccc(C(F)(F)F)c2)C1 (stereo unspecified)	i	1.3	0.7	739	0.3%
COc1ccc(C)cc1N(C(=O)c1ccco1)C(C(=O)NC1CCCC1)c1ccc(N2CCOCC2)cc1 (stereo unspecified)	+	8.9*	-5.0	808	-0.1%
CCCn1c(SCC(=O)NNC(=O)c2ccc(C)cc2)nnc1C(C)C	i	0.2	5.8	863	-0.2%
O=C(CN1CCc2cc3c(cc2C1)OCCCO3)Nc1ccc(F)cc1	i	0.6	4.4	714	-0.2%
CC(=O)Nc1ccc2c(c1)C(=O)N(c1cccc3ccccc13)C2=O	i	0.5	12.5	822	0.2%
COc1cc([N+](=O)[O-])ccc1NC(=O)CSc1nncn1-c1cccnc1	i	0.9	5.6	749	-0.3%
CCOC(=O)CCNC(=O)CCc1nnc(CCCc2ccccc2)o1	i	0.7	-6.6	847	0.4%
COCCNC(=O)[C@@H]1CCCN1C(=O)C1CCN(S(=O)(=O)c2ccc(C)cc2)CC1	i	1.5	-0.2	683	0.2%
CSc1ccccc1NC(=O)c1cc(S(=O)(=O)N(C)C)ccc1N1CCCC1	i	1.1	-16.2	659	0.2%
CCOC(=O)N1CCN(C(=O)c2cc(COc3cccc(C(C)=O)c3)on2)CC1	i	0.9	-7.3	619	0.1%
CCOC(=O)c1ccccc1NC(=O)CSc1nc2ccncc2[nH]1	?	·	-1.3	769	0.0%
Cc1nc(C)c(C(=O)N2CCCC(C(=O)c3ccc(Cl)cc3C)C2)s1 (stereo unspecified)	i	4.7	-0.8	726	-0.1%
Oc1ccc(Cl)cc1CNc1cccc2cccnc12	i	0.3	-0.7	828	-1.7%
CN(Cc1ccccc1Cl)C(=O)c1cc2ccccc2o1	i	0.3	7.5	837	-0.2%

Later entries.
SMILES	Myeloid diff MLP	Myeloid diff MLP GFP+ MAC1+ %	Lipid droplet	Lipid droplet cells 6.5 µM	K1F lysis inhibition
Cc1ccc(CNC(=O)CCC(=O)Nc2nnc(C(C)C)s2)cc1	i	0.9	-4.4	771	0.5%
COc1ccc(/C=C2\Sc3ccc(C(=O)NCCN4CCCCCC4)cc3N(C)C2=O)cc1	i	2.7	-4.9	744	1.3%
COc1cccc(-c2cc(C(=O)N3CCN(C(=O)c4ccco4)CC3)on2)c1	i	0.8	-15.2	682	-0.1%
CN1CCN(C(=O)CN(C)S(=O)(=O)c2ccc(F)cc2)CC1	i	1.0	-9.7	778	0.2%
Cc1cc(C)cc(NC(=O)Cn2nnc(C(=O)NCCc3ccccc3)c2N)c1	?	·	13.5	759	0.1%
CC1CCN(C(=O)CSc2ccc(-c3ccc4c(c3)OCCO4)nn2)CC1	i	0.6	-3.7	822	-0.4%
CC(=O)Nc1ccc(S(=O)(=O)Nc2cccc3cccnc23)cc1	i	0.0	-11.1	836	-0.2%
O=C(CN(C(=O)CNS(=O)(=O)c1ccccc1)c1ccc(F)cc1)NCc1ccco1	i	4.1	-2.4	822	0.2%
CCOC(=O)c1sc(N2C(=O)C(O)=C(C(=O)c3ccco3)C2c2cccc([N+](=O)[O-])c2)nc1C (stereo unspecified)	i	0.8	6.5	669	0.1%
COc1cccc(N(CC(=O)N2CCCCCC2)S(C)(=O)=O)c1	i	0.7	-2.5	836	-0.6%
CN(Cc1cccnc1)C(=O)c1cc(COc2ccc3c(c2)CCCC3)on1	i	0.3	-9.0	804	-0.3%

These rows are one share of the data (hit frequency here may not be typical).
